HIF-2a inh – blocks HIF-2a reporter activity; inhibition, % at 18.8 µM; 360,000 tested, 0.72% active; 786-0 RCC cells HIF-2a reporter, luciferase luminescence, overnight;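 active means inhibition of the luminescence signal of 40% or more relative to plate controls, in a single-dose primary screen at 18.75 µM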
TRPM1 prom inh – MITF TRPM1 promoter inhibition in SK-MEL-5 cells; 330,000 tested, 0.83% active; inhibition, % at 12.5 µM; SK-MEL-5 TRPM1 promoter luciferase, 24 h;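 active means mean inhibition across replicates of 60% or more, whatever share of single replicates reaches that level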; further: values of inactives mirror those of a sister screen read the other way
Peg3 prom inh – Peg3 promoter activity inhibition; 360,000 tested, 1.7% active; inhibition, % at 20 µM; HeLa PEG-Prom luciferase reporter, luminescence, overnight;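 active means inhibition of at least 50% at 20 µM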
NR2E3 ag-1 – human photoreceptor-specific nuclear receptor agonism | Q9Y5X4 | AID 602229 | 360,000 tested, 0.35% active | inhibition of corepressor binding, % at 3.98 µM | CHO-S Gal4-NCOR/VP16-NR2E3 two-hybrid, luciferase;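 active means inhibition above the mean of all tested compounds plus 3 SD, cut at about 70% in these data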;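 further: 0% = DMSO with NR2E3 transfected cells and 100% = cells lacking NR2E3 construct; higher means lower luciferase signal from less NR2E3 corepressor binding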
Target sequence (Q9Y5X4 whole entry, looked up, the tested form may be a part): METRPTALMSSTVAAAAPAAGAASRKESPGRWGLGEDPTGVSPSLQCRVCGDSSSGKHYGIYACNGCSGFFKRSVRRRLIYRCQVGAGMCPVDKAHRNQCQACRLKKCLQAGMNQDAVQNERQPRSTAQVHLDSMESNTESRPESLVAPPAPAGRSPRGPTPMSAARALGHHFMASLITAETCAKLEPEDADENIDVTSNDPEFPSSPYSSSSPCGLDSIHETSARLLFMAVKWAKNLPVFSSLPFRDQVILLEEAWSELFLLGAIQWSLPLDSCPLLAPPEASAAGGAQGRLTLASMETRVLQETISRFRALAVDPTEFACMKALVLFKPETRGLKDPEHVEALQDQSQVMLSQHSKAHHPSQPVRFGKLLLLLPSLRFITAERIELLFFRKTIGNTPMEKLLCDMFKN
CF NFkB inh – inhibitors of cystic fibrosis induced NF-kB. KKLEB NF-kB-GFP reporter, PAF-induced, GFP fluorescence overnight. inhibition, % at 5 µM. 360,000 tested, 0.86% active. AID 588850;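 active means at least 50% inhibition at 5 µM, scaled per plate between neutral and stimulator controls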;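 further: PAF is a Pseudomonas aeruginosa culture filtrate used as stimulus; plate controls were PAF-stimulated DMSO wells for no effect and unstimulated DMSO wells for full effect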
NR2E3 ag-2 – activates human photoreceptor nuclear receptor NR2E3; GST-NR2E3/biotin-RetCOR TR-FRET, 1536-well; inhibition of corepressor binding, % at 4.78 µM; 320,000 tested, 0.12% active; AID 2300;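 active means percent inhibition above the cutoff of mean plus 3 SD of all tested compounds, set per screening campaign, cut at about 20% in these data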;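 further: 0% = DMSO wells and 100% = biotin wells as full block of FRET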
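Format: 1536-well format; test system: GST-NR2E3 and biotin-RetCOR proteins; read-out basis: percent inhibition of TR-FRET ratio; timing: 5 h incubation at 4 °C; detection: time-resolved FRET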
hiPSC survival – hiPSC single-cell survival enhancement. ATPlite luminescence; 100% = ROCK inhibitor wells, 0% = DMSO. survival enhancement, % at 20 µM. 360,000 tested, 0.044% active. AID 602274; in the data active means survival enhancement above about 18%;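 further: cells exposed to compounds for 16 hours before the ATP read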
Shn3 inh set2 – Schnurri-3 reporter inhibition in Clone20 osteoblasts; Clone20 osteoblast Shn3 3'UTR firefly luciferase, 24 h; AID 588674; inhibition, % at 12.5 µM; 360,000 tested, 0.52% active;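 active means mean inhibition of at least 75% with every replicate also reaching 75%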;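 further: 0% = median of neutral control wells and 100% = pilot-screen positive control compound; some compounds past the cut are filed as inactive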
TWEAK Fn14 block – TWEAK-Fn14 signaling inhibition. TWEAK-stimulated Fn14 reporter cells, luciferase luminescence, 8 h. inhibition, % at 10 µM. 360,000 tested, 2% active; in the data active means inhibition above about 50%
aDG glyco act – increases alpha dystroglycan glycosylation | Pro5-aDG cells, alpha-DG glycosylation AlphaScreen (IIH6); 0% Pro5, 100% B10-LARGE cell signal | activation, % at 10 µM | 360,000 tested, 0.22% active | AID 624168;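 active means activation of at least 8% versus controls, or a plate z-score of at least 8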;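 further: Pro5 are CHO cells carrying HIG-tagged alpha-DG that lacks glycosylation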
KKLEB cytotox – reduces viability of KKLEB cystic fibrosis airway cells; KKLEB CF airway cells viability, ATPlite luminescence, overnight; hits give low values; cells stimulated with P. aeruginosa culture filtrate; activity change (cytotoxicity), % at 5 µM; 360,000 tested, 0.36% active; AID 602141;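 active means corrected activity change at or below -50% at 5 µM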
An asterisk follows results filed as active; · = no result given.

SMILES	HIF-2a inh	TRPM1 prom inh	Peg3 prom inh	NR2E3 ag-1	CF NFkB inh	NR2E3 ag-2	hiPSC survival	Shn3 inh set2	TWEAK Fn14 block	aDG glyco act	KKLEB cytotox
O=C(NC1CCCc2ccccc21)c1cccc(F)c1 (stereo not given)	19	-6	3	16	6	·	0.2	20	10	0.0	-4
CCCC(=O)N1CCN(c2ccc(NC(=O)c3ccc(Br)o3)cc2)CC1	-27	-19	-38	6	-11	2	7.5	7	-10	0.4	2
CCN1/C(=C/c2ccc3cc(C)cc(C)c3[n+]2CC)Sc2cc(C)ccc21	-15	83*	99*	91*	-245	·	-5.1	65	34	1.9	-53*
c1ccc2c(c1)NCC1CCCN21 (stereo not given)	6	23	4	-59	-6	-2	0.0	35	33	0.2	-3
CCOC(=O)Cc1csc(Nc2c(C)n(C)n(-c3ccccc3)c2=O)n1	11	-4	5	-6	-11	0	-0.9	-5	-10	0.1	-1
COc1cc(C(=O)Nc2ccccc2N2CCOCC2)ccc1OCC(=O)N1CCOCC1	6	-15	2	26	-19	5	0.2	9	-5	-0.4	13
O=C(/C=C/c1cccc([N+](=O)[O-])c1)Nc1ccc(Cl)cn1	-123	-32	-48	-7	11	0	0.2	-40	6	-0.1	-12
O=C(C1CCCO1)N1CCN(C(=S)Nc2ccc(F)c(Cl)c2)CC1 (stereo not given)	4	-9	7	-3	17	-1	-0.8	29	0	0.3	-9
Cc1ccc(Nc2cc(C)nc3c(C)cccc23)cc1	-11	-7	-17	-3	-32	1	-0.3	-30	-13	0.5	2
CCOC(=O)N1CCN(Cc2ccc(F)cc2F)CC1	-3	3	13	11	3	2	-2.0	-25	-2	0.0	5
CCN1C(=O)C(CC(=O)NC)N(NC(=O)c2ccccc2)C1=S (stereo not given)	8	2	9	0	6	1	2.8	-8	9	0.0	18
COCc1nnc(NC(=O)c2ccc3c(c2)OCO3)s1	-106	-22	-95	-127	-16	0	-1.7	-41	15	-0.1	-5
Cc1ccc(-n2c(SCC(N)=O)nnc2-c2cnccn2)cc1	4	·	-7	-6	-6	0	0.1	-9	1	-0.2	2
Cc1ccc(NC(=O)c2nnn(-c3cc(C)cc(C)c3)c2N)cc1	-221	-42	-135	-84	4	1	-1.5	-26	-13	0.9	4
CN(C(=O)Nc1ccccc1)C1CCS(=O)(=O)C1 (stereo not given)	8	1	2	-17	-11	0	-1.8	8	5	-0.2	5
CN(C)/C=C(/C#N)C(=O)c1cccc(Oc2ccc(C(C)(C)C)cc2)c1	-19	18	-1	-25	16	-1	-3.8	8	4	-0.1	-8
O/N=C/c1ccnc(SCc2ccccc2)n1	-244	-73	-146	-108	3	4	-0.5	-10	-5	0.1	-1
COc1ccc(/C=c2\s/c(=C\C(=O)C(C)(C)C)[nH]c2=O)cc1O	15	-9	-17	-1	-4	-1	-0.2	-2	-7	0.0	-8
O=C1COc2ccc(C(=O)COC(=O)CCOc3ccccc3)cc2N1	2	-3	1	4	-15	·	-0.4	5	0	-0.1	18
O=[N+]([O-])c1cc(Cl)cc(/C=N/NC(=S)Nc2cc(S(=O)(=O)N3CCOCC3)ccc2Cl)c1O	21	18	34	3	32	2	0.6	-4	-5	-0.2	-14
COc1ccc(NC(=O)c2cccc(S(=O)(=O)N3CCc4ccccc43)c2)cn1	20	6	1	-13	9	5	-0.8	24	33	0.2	0
COC(=O)c1ccc(N2CCN(C(=O)C3CC3)CC2)c([N+](=O)[O-])c1	-2	4	3	-19	-15	-1	0.3	17	10	0.1	8
CCCC(=O)N1CCC(O)(c2cccc(F)c2)CC1	16	1	11	-26	9	-2	-0.3	-3	6	0.9	-6
CCc1nc2c(OCCc3cccc(OC)c3)cccn2c1N(C)C(=O)c1cccs1	15	·	11	-2	-5	·	-0.6	10	1	3.4	-3
O=C(Nc1cccn2ncnc12)c1ccc(Cl)cc1	-105	-26	-67	-10	17	-2	-1.4	-31	11	0.0	-10
O=C(COC(=O)Cc1cccs1)Nc1ccc(OC(F)(F)F)cc1	2	18	5	-10	-9	-2	0.5	-2	-4	-0.3	-17
CCSc1ccc(C(=O)NCC(=O)O)cc1	18	-3	12	-16	-15	-4	0.8	-4	-11	0.0	8
CC1CCN(C(=O)CSc2nnc(CNC(=O)c3ccc(F)cc3)o2)CC1	6	11	0	3	-14	-1	0.2	6	9	-0.1	9
COCCN=C1N[C@@H](c2cccc(C(F)(F)F)c2)C(C(=O)OC)=C(C)N1Cc1ccccc1	6	1	11	8	22	3	-2.2	6	-7	1.8	0
O=C(Nc1ccc(F)cc1)C1CC(=O)n2cnnc2N1 (stereo not given)	8	-2	14	-36	4	-7	0.3	0	-8	-0.1	12
CCCC(c1nnnn1C(C)(C)CC)N(Cc1ccco1)Cc1cc2ccc(OC)cc2[nH]c1=O (stereo not given)	33	13	14	-16	3	·	1.9	6	17	0.1	8
COCCNC(=O)CSc1n[nH]c(=O)n1CCc1ccccc1	13	-2	5	-37	-10	5	0.0	-11	-13	-0.2	1
Cc1cc(C(=O)NCc2cccs2)cs1	-81	-18	-35	-31	-5	1	-0.2	-33	4	-0.2	14
COc1ccc(C(=O)Nc2nnc(C(F)(F)F)s2)cc1	-204	-52	-215	-105	-2	0	0.7	-42	15	-0.1	-3
O=C(O)c1c[nH]n2c(=S)ncnc12	5	·	7	-25	-32	·	-0.8	3	4	-0.1	17
Cn1cc(CCC(=O)NCc2ccc3c(c2)OCO3)c2ccccc21	12	10	5	2	-21	0	-0.6	-2	-2	-0.1	11
O=C(N/N=C/c1ccoc1)c1ccc(Cl)cc1Cl	-59	-5	-33	-26	2	-3	1.3	-19	-28	-0.4	-10
CCOC(=O)c1cn(CC)c2cc(N3CCSCC3)c(F)cc2c1=O	9	7	23	2	6	-4	3.5	22	-3	-0.5	-5
Cc1ccc(-c2csc3ncnc(N4CCN(C(=O)c5ccccc5)CC4)c23)cc1	19	12	34	-13	13	-1	7.7	12	23	0.1	-4
CC(NCCN(C)C)C(=O)C12CC3CC(CC(C3)C1)C2 (stereo not given)	21	-3	-1	9	-5	0	-0.6	-17	-15	0.0	-1
CCOc1ccccc1NC(=O)C(OC(=O)c1ccc(NC(=O)CC#N)cc1)c1ccccc1 (stereo not given)	4	-4	12	-7	-7	2	-0.2	14	-4	-0.3	-1
OCCN(CCO)c1ncnc2c1sc1nc(N3CCOCC3)c3c(c12)CCCC3	20	-6	28	15	0	-2	7.0	17	38	-0.4	-23
O=S(=O)(CCN(CCS(=O)(=O)C(F)(F)F)CC1CCCO1)C(F)(F)F (stereo not given)	-19	9	29	14	12	1	-0.4	27	3	0.5	3
CC(OC(=O)c1ccc(O)cc1)C(=O)Nc1nc(-c2ccccc2)cs1 (stereo not given)	-71	14	-24	-10	-17	-2	0.1	28	55*	0.2	11
Cc1nc2scc(C)n2c(=O)c1S(=O)(=O)N1CCN(c2ccc([N+](=O)[O-])cc2)CC1	8	1	6	8	-20	0	-0.1	0	-7	0.2	8

Complete entries as entered above.
O=C(Nc1ccc(F)cc1)C1CC(=O)n2cnnc2N1 (stereo not given) as listed: HIF-2a inh: 8; TRPM1 prom inh: -2; Peg3 prom inh: 14; NR2E3 ag-1: -36; CF NFkB inh: 4; NR2E3 ag-2: -7; hiPSC survival: 0.3; Shn3 inh set2: 0; TWEAK Fn14 block: -8; aDG glyco act: -0.1; KKLEB cytotox: 12
Cc1ccc(-n2c(SCC(N)=O)nnc2-c2cnccn2)cc1 as listed: HIF-2a inh: 4; TRPM1 prom inh: ·; Peg3 prom inh: -7; NR2E3 ag-1: -6; CF NFkB inh: -6; NR2E3 ag-2: 0; hiPSC survival: 0.1; Shn3 inh set2: -9; TWEAK Fn14 block: 1; aDG glyco act: -0.2; KKLEB cytotox: 2

Following part:
SMILES	HIF-2a inh	TRPM1 prom inh	Peg3 prom inh	NR2E3 ag-1	CF NFkB inh	NR2E3 ag-2	hiPSC survival	Shn3 inh set2	TWEAK Fn14 block	aDG glyco act	KKLEB cytotox
CC1=NN(CCc2ccccn2)C(=O)CC1	12	-3	-15	-24	7	0	-0.7	-10	-9	0.1	-11
Fc1cc2ncn(Cc3ccccc3)c2cc1F	8	-14	9	-8	13	2	2.6	-1	17	-0.1	2
COC(=O)[C@H](Cc1c[nH]c2ccccc12)NC(=O)NCc1ccccc1	2	-5	3	0	11	-1	-0.6	-10	17	0.1	-2
CN1CCc2nc3ccccc3c(C(=O)OCC(=O)N(CCC#N)c3ccccc3)c2C1	23	1	14	-2	-12	1	1.4	-11	19	-0.2	-3
O=C(COC(=O)c1cc(=O)c2ccccc2o1)Nc1cc(Cl)ccc1Cl	4	-3	6	-14	12	4	7.3	0	-12	-0.2	-2
N#Cc1cnc(SCC(=O)c2ccccc2)nc1N	-36	-10	-27	-14	1	-5	4.5	-23	0	0.2	1
COc1ccc(CNc2ncc(-c3ccc(Br)cc3)n2C)cc1OC	16	4	2	-3	-28	·	-0.3	6	22	0.5	11
N#C/C(=C\c1cc([N+](=O)[O-])ccc1Cl)C(N)=O	16	20	10	-17	24	4	0.5	0	-29	0.3	-16
C[C@H]1CCC(=O)N([C@H](CN=[N+]=[N-])Cc2ccccc2)CC1	4	5	-7	7	-9	1	-4.2	-14	-5	0.4	19
O=C(NCc1ccccc1)c1cccc(COc2ccc(Cl)cc2)c1	-133	-36	-128	-202	-7	-1	-0.7	-30	6	0.6	4
COc1cc(C(=O)Nc2cc(Cl)ccc2-n2cncn2)ccc1OC(F)F	3	26	26	6	15	-2	0.8	-2	-14	0.1	-6
CN1CCN(NC(=S)NC(C)(C)CC(C)(C)C)CC1	8	6	13	8	19	-1	-0.7	-4	6	-0.2	10
COCCN(Cc1cn(C)nc1-c1ccccc1F)C(C)C	18	4	6	17	-19	-4	0.7	9	-8	-0.3	10
Cc1ccccc1CSc1nnc(-c2cccs2)n1Cc1ccco1	19	0	12	10	10	2	0.3	-7	0	0.3	-1
CCC(=O)N1CCN(c2ccccc2NC(=O)c2ccc(-c3cccc([N+](=O)[O-])c3)o2)CC1	-24	-2	29	-22	-56	-1	1.5	12	2	-0.9	8

Grouped by structure, those above containing bromine
SMILES	HIF-2a inh	TRPM1 prom inh	Peg3 prom inh	NR2E3 ag-1	CF NFkB inh	NR2E3 ag-2	hiPSC survival	Shn3 inh set2	TWEAK Fn14 block	aDG glyco act	KKLEB cytotox
CCCC(=O)N1CCN(c2ccc(NC(=O)c3ccc(Br)o3)cc2)CC1	-27	-19	-38	6	-11	2	7.5	7	-10	0.4	2
COc1ccc(CNc2ncc(-c3ccc(Br)cc3)n2C)cc1OC	16	4	2	-3	-28	·	-0.3	6	22	0.5	11

More results.
SMILES	HIF-2a inh	TRPM1 prom inh	Peg3 prom inh	NR2E3 ag-1	CF NFkB inh	NR2E3 ag-2	hiPSC survival	Shn3 inh set2	TWEAK Fn14 block	aDG glyco act	KKLEB cytotox
Cc1ccc2c(Cl)cc(Cl)c(OCC(=O)NC(=O)NCc3ccco3)c2n1	16	0	-7	-28	28	1	1.3	14	16	0.6	-21
O=C(COC(=O)C1CCN(c2ccc(C(F)(F)F)cn2)CC1)NCc1cccc(Cl)c1	3	-9	0	-25	19	·	-0.3	12	0	-0.2	-12
Cn1cc([N+](=O)[O-])c(C(=O)N2CCN(Cc3ccc4c(c3)OCO4)CC2)n1	13	10	5	27	1	1	0.6	4	9	-0.2	-7
COc1ccc(OC)c(NC(=O)CCCN2C(=S)NC(C)(C)CC2C)c1 (stereo not given)	7	7	11	-3	-3	2	0.5	3	12	0.0	0
